# Assay outcomes: PubChem, NCI
# Growth percent in the NCI-60 one-dose screen (48 h, 10 µM unless noted): 100 = growth as untreated, 0 = no growth, -100 = all killed.
# A549/ATCC – A549/ATCC NSCLC | 81,000 compounds, 3.7% hits | AID 1794740
# SK-MEL-28 – SK-MEL-28 melanoma. 81,000 compounds, 4.1% hits. AID 1794761
# EKVX – EKVX NSCLC | 71,000 compounds, 3% hits | AID 1794765
# UACC-257 – UACC-257 melanoma. 78,000 compounds, 4.4% hits. AID 1794764
# SK-MEL-5 – SK-MEL-5 melanoma | 80,000 compounds, 6.4% hits | AID 1794755
# HOP-92 – HOP-92 NSCLC cells | 71,000 compounds, 6.3% hits | AID 1794738
# UACC-62 – UACC-62 melanoma | 81,000 compounds, 5.4% hits | AID 1794756
# M14 – M14 melanoma; 80,000 compounds, 6.2% hits; AID 1794745
# Active calls of the source: *; nt = not tested or not shown. How the source made its calls: active means growth percent below 10; inactive means the rest.
SMILES,A549/ATCC,SK-MEL-28,EKVX,UACC-257,SK-MEL-5,HOP-92,UACC-62,M14
CCN(CC)CCCNc1nccc2c(OC)cccc12,108,106,92,110,100,74,102,106
COc1ccc(-c2nc(SCCCCC(=O)NO)[nH]c(=O)c2C#N)cc1OC,109,107,113,107,101,125,101,108
N#Cc1c(-c2ccccc2)nc(N=Nc2c(O)[nH]c3ccc(Br)cc23)[nH]c1=O,104,108,97,104,nt,104,104,98
CNC(=O)c1c(NC(=O)c2ccc(C(C)C)cc2)sc2c1CCC(=O)C2,16,-32*,-4.4*,1.2*,-71*,nt,-55*,-39*
CCN(CC)c1ccc(/C=N/NC(=O)C[N+](C)(C)C)cc1,100,108,94,104,104,nt,101,110
Cc1ccc(C(=O)c2ccc3nc(-c4ccc(Cl)cc4)n(C)c3c2)cc1,100,101,86,101,97,65,84,96
CSc1nc(SC)nc(SC)n1,115,124,106,121,106,92,115,121
Cc1cc(O)cc(-c2nn(C)cc2-c2cc(NC[C@@H](C)O)nc(-c3cccnc3)n2)c1,102,100,98,111,84,58,78,104
COc1ccc(CCO)cc1,93,111,107,96,100,86,99,103
CCOC(=O)c1csc2ncc(-c3ccc(OC)cc3)n12,108,97,86,116,98,89,89,100
CCCCN(CCCC)CCC(=O)c1cc(-c2ccccc2)oc1-c1ccccc1,123,109,109,112,100,96,102,101
CSc1nc2c(c(=O)n1C)C(c1ccc(Cl)cc1)C1=C(N2)/C(=C/c2ccc(Cl)cc2)CCC1 (stereo not drawn),100,106,78,130,100,nt,89,99
CCC(NC(C)C)C(O)c1ccc(O)c(O)c1 (stereo not drawn),99,106,106,110,97,97,98,108
CC12CCC3(CC1CCC1OC12)OCCO3 (stereo not drawn),94,110,101,109,103,nt,96,103
CN1CC(c2ccc(Br)cc2)C2(SC(=Nc3ccccc3)N(Nc3ccccc3)C2=O)C12C(=O)Nc1ccccc12 (stereo not drawn),36,49,36,56,39,47,45,40
O=c1[nH]c(=O)n(C2CC(O)C(CO)O2)cc1C(F)(F)F (stereo not drawn),nt,75,87,nt,30,nt,30,16
COc1ccc(-c2cc(-c3nc4ccc(OC)cc4[nH]3)[nH]n2)cc1,84,87,nt,92,77,89,75,54
CC1(C)OC(=O)C2(c3ccccc3-c3ccccc32)C1NC1CCCCC1 (stereo not drawn),109,127,94,141,103,107,104,113
Cc1ccc(-c2c(-c3nc4ccccc4s3)c(N)nc3c(N=Nc4ccc(Br)cc4)c(N)nn23)cc1,99,96,92,95,101,46,92,95
COC(=O)CC(=O)C(=O)OC,104,111,nt,102,101,nt,108,100
O=C(CCc1nnc(CN2C(=O)C(=O)c3ccccc32)o1)c1nc2ccccc2[nH]1,104,106,68,104,97,nt,97,106
NS(=O)(=O)c1ccc(CCn2c(-c3c(F)c(F)c(F)c(F)c3F)nc(-c3ccccc3)c2-c2ccccc2)cc1,106,107,105,106,100,119,95,102
COc1ccc(/C=C2/Sc3c(F)cccc3C2=O)c(OC)c1,108,108,106,115,103,108,93,106
O=c1oc2ccccc2cc1-c1csc(N2N=C(c3ccccc3)CC2c2ccc(N3CCOCC3)cc2)n1 (stereo not drawn),114,109,96,119,105,nt,92,103
COc1cc([N+](=O)[O-])ccc1NC(=O)Oc1ccc(NC(C)=O)cc1,99,122,110,97,93,100,81,106
C=C1CC[C@@H](C(=O)OC)Cc2nc(C)ccc21,99,107,100,94,101,106,97,105
N#CC(=C(c1ccccc1)c1ccccc1)c1ccccc1,83,104,93,108,96,nt,81,91
c1cc2n(c1)CCc1cnc(NC3CCCCC3)nc1-2,101,93,96,113,93,87,92,105
Cn1cc(-c2nn3cc(-c4ccc([N+](=O)[O-])cc4)nc3s2)c2cc(Br)ccc21,79,95,72,79,83,68,86,87
Cc1cccc([N+](=O)[O-])c1C,93,117,123,97,101,87,89,106
COc1cc(CNC2CCCCC2)ccc1O,105,129,111,100,100,107,99,98
COc1cc(C2C3=C(CC(C)(C)CC3=O)N(c3sc4c(c3C#N)CCCC4)c3nc(N)c(C#N)c(N)c32)cc(OC)c1OC (stereo not drawn),33,89,nt,57,49,nt,nt,64
COc1cc(OC)cc(-c2ccc(-c3ccc(C(=N)N)cn3)s2)c1,63,109,96,98,80,87,98,96
CC(=O)c1ccc(NC(=O)N(CCCl)N=O)cc1,91,105,nt,92,97,nt,93,107
Cc1nc(-c2cccs2)ccc1NC(=O)Nc1ccc2c(c1)OCO2,77,110,105,81,94,124,93,112
CCNC(=O)c1[nH]cc(-c2ccc(OC)cc2)c1-c1cc(OC)c(OC)c(OC)c1,51,57,62,81,16,8.8*,27,51

# Eleven of these compounds in another layout:
mol	A549/ATCC	SK-MEL-28	EKVX	UACC-257	SK-MEL-5	HOP-92	UACC-62	M14
O=c1oc2ccccc2cc1-c1csc(N2N=C(c3ccccc3)CC2c2ccc(N3CCOCC3)cc2)n1 (stereo not drawn)	114	109	96	119	105	nt	92	103
COc1cc([N+](=O)[O-])ccc1NC(=O)Oc1ccc(NC(C)=O)cc1	99	122	110	97	93	100	81	106
C=C1CC[C@@H](C(=O)OC)Cc2nc(C)ccc21	99	107	100	94	101	106	97	105
N#CC(=C(c1ccccc1)c1ccccc1)c1ccccc1	83	104	93	108	96	nt	81	91
c1cc2n(c1)CCc1cnc(NC3CCCCC3)nc1-2	101	93	96	113	93	87	92	105
Cn1cc(-c2nn3cc(-c4ccc([N+](=O)[O-])cc4)nc3s2)c2cc(Br)ccc21	79	95	72	79	83	68	86	87
Cc1cccc([N+](=O)[O-])c1C	93	117	123	97	101	87	89	106
COc1cc(CNC2CCCCC2)ccc1O	105	129	111	100	100	107	99	98
COc1cc(C2C3=C(CC(C)(C)CC3=O)N(c3sc4c(c3C#N)CCCC4)c3nc(N)c(C#N)c(N)c32)cc(OC)c1OC (stereo not drawn)	33	89	nt	57	49	nt	nt	64
COc1cc(OC)cc(-c2ccc(-c3ccc(C(=N)N)cn3)s2)c1	63	109	96	98	80	87	98	96
CC(=O)c1ccc(NC(=O)N(CCCl)N=O)cc1	91	105	nt	92	97	nt	93	107

# Next part
SMILES,A549/ATCC,SK-MEL-28,EKVX,UACC-257,SK-MEL-5,HOP-92,UACC-62,M14
CC12C=CC(=O)C=C1CCC1C2C(O)CC2(C)C1CCC2(O)C(=O)CSc1ncnc2nc[nH]c12 (stereo not drawn),92,116,nt,81,100,146,103,105
CCCCC1COc2cccc3c2N1C=C/C3=C\C(=O)N(C)c1cccc2ccccc12 (stereo not drawn),94,111,101,94,104,68,82,100
N#Cc1c(N=Cc2ccc(F)cc2)n[nH]c1Nc1ccccc1,122,112,99,130,nt,113,96,109
CC(=O)Nc1cc(=O)c2cccnc2[nH]1,105,114,131,103,112,nt,105,113
CCOc1cc(/C=N/N=C2c3ccccc3-c3ccccc32)ccc1O,83,98,100,108,69,115,93,103
CC(=O)Nc1nc(C)c(C(=O)N/N=C/c2ccc(Cl)cc2)s1,100,104,99,104,100,29,97,122
C[C@@H]1CN2SN1C[C@@H]2C,104,115,99,110,101,112,102,113
O=C(Nc1ccc(Cl)cc1)C(=S)N1CCOCC1,100,107,97,101,99,107,84,111
OCCN(Cc1cccnc1)Cc1ccccn1,107,99,96,106,101,nt,95,103
COc1ccc(C2=C(Nc3ccc(C(=O)Nc4ccccc4)cc3)C(=O)NC2=O)cc1,80,105,86,82,92,92,94,98
O=c1c2cc(F)ccc2sc2c(NCCCNCCO)nc3ccc(F)cc3c12,65,94,75,94,81,4.7*,89,8.5*
Nc1nc(-c2cccc(F)c2)c2cc[nH]c(=O)c2n1,92,101,118,nt,103,nt,114,110
CC(=O)c1nc2ccccc2n1CCn1cncn1,105,100,94,110,102,nt,78,102
COc1ccc(NC2=C(I)C(=O)C(C)=C(C)C2=O)cc1,84,53,25,-14*,-45*,31,33,96
Cc1ccc(N=Nc2c(C)nn(-c3nc(-c4cc5ccccc5oc4=O)cs3)c2C)cc1,99,105,100,105,101,85,85,90
COc1ccc(C(=O)NNC(=O)c2cc(OC)c(OC)c(OC)c2)cc1O,86,96,95,nt,104,95,92,102
Cc1[nH]c(C(=O)Nc2ccc(C(N)=O)cc2OCc2ccc(C(=O)NCCN)cc2)c(Cl)c1Cl,98,105,91,100,101,99,106,101
CCCCCCCCOC(=O)c1[nH]cnc1/N=N\N(C)C,97,111,116,104,96,67,89,111
COc1cc2oc(-c3cccc(NC(=O)c4cc([N+](=O)[O-])ccc4Cl)c3)cc(=O)c2c(OC)c1OC,82,95,89,96,68,14,83,nt
O=C1CC(c2ccc3c(c2)OCO3)c2c(n[nH]c2-c2ccc(Cl)cc2)N1 (stereo not drawn),63,101,86,nt,94,86,84,114
CC(=O)NCC1(c2ccccc2)CCN(CCCC(=O)c2ccc(F)cc2)CC1,101,112,155,101,nt,nt,101,119
CC(=O)OCC1CCCCO1 (stereo not drawn),93,103,nt,nt,100,95,106,122
CCOC(=O)C1C(c2ccc3c(c2)OCO3)NC(=S)NC1(O)C(F)(F)F (stereo not drawn),98,101,96,98,100,100,92,104
CCc1nnc2c3cc4ccccc4n3cnn12,108,105,93,113,107,91,101,105
O=c1[nH]cc(/C=N\Nc2ccccc2)c(=O)[nH]1,29,81,56,78,58,97,7.8*,51
CCOC(=O)/C(=C\c1ccccc1Cl)P(=O)(OCC)OCC,65,65,73,62,79,60,57,57
Clc1ccccc1C=NC1CCCCC1,99,109,118,111,106,101,109,100
C=C(C)[C@@H]1CC[C@]2(C(=O)N[C@@H](C(=O)OC)c3ccccc3)CC[C@]3(C)[C@H](CC[C@@H]4[C@@]5(C)Cc6c([nH]c7ccccc67)C(C)(C)[C@@H]5CC[C@]43C)[C@@H]12,95,95,91,96,113,112,97,93
Cc1ccc(C(=O)Nc2cccc(C#Cc3cccc4[nH]nc(N)c34)c2)cc1C(F)(F)F,68,42,92,68,73,64,41,22
O=C(CSc1nnc(-c2c[nH]c3ccccc23)n1-c1ccccc1)c1ccc(Cl)cc1,38,68,26,72,78,65,53,81
CCCCC(CC)CN(CC(CC)CCCC)N=O (stereo not drawn),113,117,nt,109,104,nt,nt,103
Cc1cc(C2(c3ccc(O)c(C)c3)OS(=O)(=O)c3ccccc32)ccc1O,101,113,111,100,103,79,107,100
ON1CCN=C1c1ccccc1Cl,94,108,107,108,98,114,100,91
CC(=O)NS(=O)(=O)c1ccc(Nc2ccnc(SCC(=O)c3ccc(Cl)cc3)n2)cc1,104,110,104,102,99,106,97,101
COC(=O)c1cc(=O)[nH]c(N)n1,109,110,100,106,102,70,91,98
COc1ccc2cc(C(C)NC(=O)Nc3ccc(S(=O)(=O)Nc4nccs4)cc3)ccc2c1 (stereo not drawn),62,101,96,nt,91,nt,104,82
CC(C)(C)c1ccc(O)c(C(C)(C)C)c1,97,107,101,101,109,91,104,101
O=C(O)C(c1ccccc1)N1C(=O)/C(=C/c2ccc(O)c(O)c2)SC1=S (stereo not drawn),100,97,97,103,101,106,99,105
COC(=O)[C@]1(C(C)C)N[C@H](c2cn(-c3ccccc3)nc2-c2ccccc2)[C@@H]2C(=O)N(c3ccc(C)cc3)C(=O)[C@@H]21,108,107,109,110,105,nt,104,100
Cc1nnc(-c2ccc3c(c2)nc(-c2ccccn2)n3C2CCCCC2)o1,80,95,101,109,92,92,93,101
C=C(C)C(=O)Nc1ccc2nn(-c3ccccc3O)nc2c1,102,118,nt,110,100,59,97,108
Nc1nc(N)c2c(n1)NC(c1cccc(Nc3ccnc4cc(C(F)(F)F)ccc34)c1)CC(c1ccc(Br)cc1)=N2 (stereo not drawn),46,74,52,72,48,43,78,43
Cc1noc(N)c1C(=O)Nc1ccc(C(F)(F)F)cc1,99,110,85,101,103,90,97,103
CC1(C)OC2=C(C(=O)c3cc(O)cc(O)c3C2=O)[C@@H]2C=C(CO)[C@@H](O)[C@H](O)[C@@H]21,90,113,102,93,100,94,96,101
O=C1CCC(NNC(=O)c2ccc(Cl)cc2)N1 (stereo not drawn),94,107,110,96,101,108,104,112
Cn1c2c(Cl)c(Cl)ccc2c2c(C#N)c[nH]c(=O)c21,93,114,99,98,nt,79,93,105
CCOC(=O)C(C(C)=O)C(C(C)=O)C(=O)OCC (stereo not drawn),101,115,103,105,104,61,107,102
Cc1ccc(C(=O)NN2C(=O)CSC2c2cccc(Oc3ccccc3)c2)cn1 (stereo not drawn),93,108,90,98,111,89,102,113
O=[N+]([O-])c1ccc(OCCCBr)c(Cl)c1,89,103,nt,93,96,92,95,119
CCC1CCCCN1C(=S)N/N=C(\C)c1ccccn1 (stereo not drawn),2.7*,28,11,0.0*,-61*,nt,-40*,1.0*
CC(=O)N[C@H](C(=O)N[C@@H](CCCNC(=N)N)C(=O)N[C@@H](CCCCN)C(=O)N[C@@H](CCCNC(=N)N)C(=O)N[C@]1(C)CCC/C=C\CCC[C@@](C)(C(=O)N[C@@H](CC(C)C)C(=O)N[C@@H](CC(C)C)C(=O)N[C@@H](CCC(N)=O)C(=O)N[C@@H](CCC(=O)O)C(=O)N[C@@H](CCCNC(=N)N)C(=O)N[C@@H](CCC(=O)O)C(=O)N[C@@H](CC(C)C)C(=O)N[C@H](C(=O)N[C@@H](CCC(=O)O)C(N)=O)C(C)C)NC(=O)[C@H](CCCNC(=N)N)NC(=O)[C@H](CC(C)C)NC1=O)C(C)C,95,111,101,nt,102,115,105,107
